M1 ag parental – counter-screen for M1 agonists: effect in parental CHO-K1 cells; Fluo-8 calcium fluorescence; scaled to maximal ATP response, vehicle zero; activation, % at 3 µM; 360,000 tested, 0.48% active; AID 602248; in the data active = activation above about 15%;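 note: untransfected CHO-K1 host cells lacking M1 receptor as counterscreen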
V1aR counter – counter-screen for oxytocin receptor agonists: human V1a receptor agonists. P37288. CHO-V1R cells, Fluo-8 calcium fluorescence, agonist mode; 0% DMSO, 100% 3 nM vasopressin. activation, % at 3 µM. 320,000 tested, 0.25% active;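 active = activation above the mean activation of all tested compounds plus 3 SD, per screening run, cut at about 20% in these data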;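 note: signal is peak over basal fluorescence ratio across a 100 second FLIPR read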
Target sequence (P37288 whole entry, looked up): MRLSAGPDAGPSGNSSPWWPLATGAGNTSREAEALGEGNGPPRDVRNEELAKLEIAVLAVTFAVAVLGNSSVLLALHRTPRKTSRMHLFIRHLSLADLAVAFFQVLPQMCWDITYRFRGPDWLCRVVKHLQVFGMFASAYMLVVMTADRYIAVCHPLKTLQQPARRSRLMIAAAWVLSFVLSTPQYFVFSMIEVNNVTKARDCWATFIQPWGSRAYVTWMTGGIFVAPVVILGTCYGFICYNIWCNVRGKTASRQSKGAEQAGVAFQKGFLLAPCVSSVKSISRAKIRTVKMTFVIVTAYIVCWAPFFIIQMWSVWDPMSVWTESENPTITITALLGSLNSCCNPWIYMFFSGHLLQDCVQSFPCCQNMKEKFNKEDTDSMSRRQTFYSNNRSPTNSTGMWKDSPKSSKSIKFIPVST
GPR7 antagonist – antagonists of human GPR7 (neuropeptides B/W receptor 1) | P48145 | GPR7-expressing cells, fluorescence antagonist assay | inhibition, % at 4.4 µM | 290,000 tested, 1.1% active; in the data active = inhibition above about 16%, passing the limit was not always enough;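 note: cells stimulated with the agonist NPW; 0% = agonist with vehicle and 100% = vehicle without agonist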
Target sequence (P48145 whole entry, looked up): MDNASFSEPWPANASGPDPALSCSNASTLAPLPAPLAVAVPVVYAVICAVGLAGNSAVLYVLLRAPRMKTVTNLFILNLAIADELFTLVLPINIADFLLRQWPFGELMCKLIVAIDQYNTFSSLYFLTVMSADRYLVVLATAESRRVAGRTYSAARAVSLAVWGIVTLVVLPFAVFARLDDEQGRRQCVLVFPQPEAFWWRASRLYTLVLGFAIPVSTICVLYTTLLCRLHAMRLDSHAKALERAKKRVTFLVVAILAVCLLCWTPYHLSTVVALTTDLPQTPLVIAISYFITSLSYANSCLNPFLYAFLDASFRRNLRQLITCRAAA
OXTR potentiator – potentiators of human oxytocin receptor. P30559. CHO-OTR cells, Fluo-8 calcium fluorescence, potentiator mode; 0% = oxytocin EC15, 100% = EC100. activation, % at 3 µM. 320,000 tested, 0.061% active. AID 2445;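 active = activation above that plate's cutoff, the mean activation of tested compounds plus 3 SD, cut at about 6.6% in these data, passing the limit was not always enough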;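 note: 100% uses oxytocin at 75 nM as the full agonist control; some results filed as inactive read as strong as hits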
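Measured by – Fluo-8 calcium dye fluorescence · Test system – human OTR in CHO cells · Dosing – one concentration, 3.0 µM compound · Controls – EC15 oxytocin alone as 0%, 75 nM oxytocin as 100% · Evaluation – normalized max/min fluorescence ratio, % activation · Timing – 6 min pre-incubation, 100 s read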
TAAR1 antagonist – antagonists of human TAAR1. Q96RJ0. CHO RD-HGA16 TAAR1, Fluo-8 calcium fluorescence, antagonist. inhibition, % at 3 µM. 360,000 tested, 1.5% active. AID 624466;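 active = inhibition above a per-plate cutoff, the mean inhibition of test compounds on that plate plus 3 SD, cut at about 49% in these data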;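 note: 0% = DMSO plus EC80 beta-PEA response and 100% = DMSO alone without agonist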
Target sequence (Q96RJ0 whole entry, looked up): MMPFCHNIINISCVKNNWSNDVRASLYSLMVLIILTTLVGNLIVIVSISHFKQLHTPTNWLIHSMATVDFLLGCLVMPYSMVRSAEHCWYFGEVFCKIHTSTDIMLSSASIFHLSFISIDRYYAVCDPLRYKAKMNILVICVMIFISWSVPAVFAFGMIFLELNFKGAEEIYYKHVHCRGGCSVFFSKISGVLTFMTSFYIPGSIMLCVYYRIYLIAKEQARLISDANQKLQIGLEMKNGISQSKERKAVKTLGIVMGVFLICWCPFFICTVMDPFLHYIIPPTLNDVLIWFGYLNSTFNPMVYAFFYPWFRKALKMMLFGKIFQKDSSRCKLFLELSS
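System: RD-HGA16 CHO cells with stable hTAAR1 and Gα16 | Probe or stimulus: EC80 β-phenethylamine stimulus | Dosing: 3 µM, single point | Times: Dye loading 75 min at 37 °C, then 30 min room temperature | Measured by: Fluo-8 calcium-sensitive fluorescence | Read-out basis: % inhibition of agonist calcium response | Replicates: n of 1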
OXTR agonist – human OXTR agonism | P30559 | CHO-OTR cells, Fluo-8 calcium fluorescence; normalized: DMSO 0%, oxytocin 100% | activation, % at 3 µM | 320,000 tested, 0.32% active;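 active = activation above the mean of all tested compounds plus 3 SD, cutoff set per screening run, cut at about 20% in these data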;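 note: peak over basal fluorescence ratio from a 100 s FLIPR kinetic read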
CHO parental Ca – counter-screen for OX1R antagonists: effect in parental CHO cells; AID 463079; inhibition, % at 5.6 µM; parental CHO-K1, ATP-induced calcium, Fluo-8 fluorescence; 330,000 tested, 0.63% active;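 active = inhibition above that plate's mean sample inhibition plus 3 SD, cut at about 26% in these data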;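 note: 0% = ATP-challenged DMSO wells and 100% = DMSO wells without ATP; some compounds past the cut are filed as inactive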
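Test system: untransfected parental CHO cell line; also added: ATP stimulus; dosing: 5.6 µM, single dose; signal: calcium-sensitive Fluo-8 fluorescence; measure: percent inhibition of ATP-evoked calcium rise, normalized to controls; benchmarks: low control ATP plus DMSO, high control DMSO only; replication: one well per compound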
M1 PAM parental – nonselective activator or artifact in parental CHO-K1 calcium assay; 360,000 tested, 0.02% active; activation, % at 3 µM; AID 602247; ATP EC20, Fluo-8 calcium fluorescence; 0% at ATP EC20, 100% at ATP max;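 active = activation above the run cutoff, the mean activation of all test compounds plus 3 SD, cut at about 40% in these data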;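 note: peak over basal fluorescence ratio in a 140 s read after ATP addition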
CHO-K1 Ca antag – M1 antagonist counterscreen hit in parental CHO-K1 cells; 360,000 tested, 0.6% active; ATP-induced calcium, Fluo-8 fluorescence; inhibition, % at 3 µM;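 active = inhibition above a per-plate cutoff, the plate's mean sample inhibition plus 3 SD, cut at about 24% in these data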;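 note: 0% = DMSO plus EC80 ATP and 100% = DMSO alone without ATP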
Active calls of the source: *; nt = not tested or not shown. Compounds as they come. Share with any hit: about 3.5%.

SMILES	M1 ag parental	V1aR counter	GPR7 antagonist	OXTR potentiator	TAAR1 antagonist	OXTR agonist	CHO parental Ca	M1 PAM parental	CHO-K1 Ca antag
COc1ccccc1NC(=O)C1CCCN(c2nc(C)cc(C)n2)C1 (stereo unspecified)	0.2	0.8	1	-10	-27	-2.0	-9	-5	-4
CC(C)N(C(=O)/C=C/c1cccc([N+](=O)[O-])c1)C(C)C	1.6	-0.3	-8	-15	-4	-1.3	-7	19	-7
O=C(/C=C/c1cccc(O)c1)c1cccnc1	1.4	0.9	-12	-2	4	1.1	-13	12	-8
CC(NC(=O)c1cccc(S(=O)(=O)N(C)C)c1)c1nc2ccccc2[nH]1 (stereo unspecified)	0.2	-0.7	-7	1	4	-0.2	2	7	-11
CC(c1ccccc1F)n1cc(C(=O)NCCCn2ccnc2)nn1 (stereo unspecified)	-0.1	0.6	3	-5	-26	1.1	3	3	0
O=C(NC1CCCCC1)C(c1cccs1)N(C(=O)c1ccco1)c1ccc2c(c1)OCCO2 (stereo unspecified)	1.0	-1.1	-8	-1	5	-1.0	-25	18	-1
CCOC(=O)C1CCN(S(=O)(=O)c2ccc3c(c2)NC(=O)C(C)S3)CC1 (stereo unspecified)	9.2	6.5	12	-8	-9	5.4	-5	-16	-1
O=C(CCNC(=O)c1ccco1)Nc1ccccc1	0.6	0.8	-12	4	0	0.4	-8	1	-2
CCNC(=O)c1c(N)sc2c1CCCCC2	nt	-0.4	-5	1	nt	-0.6	-2	nt	nt
CCOc1ccc(/C=C2/SC(=S)N(n3c(C)ccc3C)C2=O)cc1	0.1	-0.9	2	-13	-6	-1.8	-27	11	-8
CCCNC(=O)CSc1nnc(-c2ccc(F)cc2)o1	0.6	0.9	2	-4	-4	1.1	-2	11	-16
COc1cc(Cl)ccc1NC(=S)N(CCN(C)C)C(C)c1ccncc1 (stereo unspecified)	0.2	-0.1	-10	-2	-24	1.0	-11	0	-8
NC(=S)N/N=C1\CC(c2ccc3c(c2)OCCCO3)Oc2ccc(F)cc21 (stereo unspecified)	1.0	1.0	-10	-5	6	-0.5	-1	10	-9
NC(=O)c1cc([N+](=O)[O-])ccc1NCCN1C(=O)c2ccccc2C1=O	nt	-0.2	-22	6	nt	0.9	3	nt	nt
CCCS(=O)(=O)c1c(S(=O)(=O)CCC)c2c(N)cccn2c1C(=O)c1ccc(F)cc1	1.1	0.0	-11	-4	5	-2.5	-34	13	7
O=C(O)C1CCCN1c1nc(-c2ccc(Cl)c(Cl)c2)cc(C(F)(F)F)n1 (stereo unspecified)	0.6	5.4	nt	-9	15	7.1	8	10	-17
O=C(Cc1ccccc1[N+](=O)[O-])OCC(=O)c1ccccc1Br	-0.2	0.8	nt	-5	8	0.6	-3	8	3
Cc1ccc(CCC(=O)Nc2ccc(Cl)cc2Cl)o1	-0.1	nt	nt	nt	-22	nt	nt	15	-11
Cc1cccc(NC(=O)C2CCCN2C(=O)OCc2ccccc2)c1 (stereo unspecified)	0.1	-0.3	nt	5	-15	-1.1	-29	9	-18
CCOc1cc(/C=N/NC(=O)c2cc(-c3cccnc3)nc3ccccc23)ccc1O	1.4	-0.1	-11	-11	28	-1.2	-16	16	-4
CCN(CC)C(=O)C1CC(c2ccc(OC)cc2)=NO1 (stereo unspecified)	0.3	0.9	-7	-3	1	0.2	-8	4	-11
CCn1c(Cc2ccccc2)nnc1SCC(=O)c1c(N)n(C2CC2)c(=O)[nH]c1=O	-0.1	-0.4	nt	-2	3	-0.7	-12	-7	-5
O=C(CCC1CCCC1)NCCS(=O)(=O)N1CCN(c2ccccc2F)CC1	0.4	-1.1	nt	-14	-29	-2.3	-27	10	-6
O=C(NC1CCCCC1)N1CCN(CCc2ccccc2)CC1	0.9	0.0	-10	-3	4	0.3	-7	15	-5
CCOc1cc(C)c(C(C)C)cc1S(=O)(=O)N1CCOCC1	-0.2	-0.9	-18	-2	11	-1.1	-19	2	1

A second format for 2 compounds above:
Every second line gives: M1 ag parental	V1aR counter	GPR7 antagonist	OXTR potentiator	TAAR1 antagonist	OXTR agonist	CHO parental Ca	M1 PAM parental	CHO-K1 Ca antag
CCOc1ccc(/C=C2/SC(=S)N(n3c(C)ccc3C)C2=O)cc1
    0.1	-0.9	2	-13	-6	-1.8	-27	11	-8
CCCNC(=O)CSc1nnc(-c2ccc(F)cc2)o1
    0.6	0.9	2	-4	-4	1.1	-2	11	-16

As a short view, part of the list above.
SMILES	M1 ag parental	V1aR counter	GPR7 antagonist	OXTR potentiator	TAAR1 antagonist	OXTR agonist	CHO parental Ca	M1 PAM parental	CHO-K1 Ca antag
COc1ccccc1NC(=O)C1CCCN(c2nc(C)cc(C)n2)C1 (stereo unspecified)	0.2	0.8	1	-10	-27	-2.0	-9	-5	-4
CC(C)N(C(=O)/C=C/c1cccc([N+](=O)[O-])c1)C(C)C	1.6	-0.3	-8	-15	-4	-1.3	-7	19	-7
O=C(/C=C/c1cccc(O)c1)c1cccnc1	1.4	0.9	-12	-2	4	1.1	-13	12	-8
CC(NC(=O)c1cccc(S(=O)(=O)N(C)C)c1)c1nc2ccccc2[nH]1 (stereo unspecified)	0.2	-0.7	-7	1	4	-0.2	2	7	-11

(continued)
SMILES	M1 ag parental	V1aR counter	GPR7 antagonist	OXTR potentiator	TAAR1 antagonist	OXTR agonist	CHO parental Ca	M1 PAM parental	CHO-K1 Ca antag
O=C(CCc1nc(-c2ccccc2F)no1)Nc1ccc(Oc2ccccc2)cc1	7.7	7.1	-7	-22	54*	5.3	39*	-3	24*
Cc1ccc(Cn2ncc3c(N4CCCC4)ncnc32)cc1	2.1	0.6	4	-7	1	-1.0	-7	25	-14
Cc1ccc(-n2c(C)cc(C(=O)NS(=O)(=O)c3ccc(C)cc3)c2C)cc1	-0.9	-0.7	-12	-2	-2	-2.2	-3	1	-1
COc1cccc(-n2c([S-])c(C(=O)Nc3ccc(C(F)(F)F)cc3)[n+]3ccccc23)c1	nt	0.2	-11	-16	nt	-1.6	-16	nt	nt
Cc1cc(C)c(S(=O)(=O)Nc2ccccc2C(=O)N2CCCC2)c(C)c1	0.1	0.1	8	-6	1	-0.5	-9	-17	-6
O=C(NCCCN1CCCC1=O)c1cc(-c2ccc3c(c2)OCO3)nc2ccccc12	4.7	-0.8	-7	-20	20	-0.5	1	-4	-5
c1ccc(CCn2cnc3ccccc32)cc1	-0.8	0.3	12	-3	-19	-0.4	-7	-1	-10
COC(=O)C1=C(C)N(C)C(=O)NC1c1ccccc1 (stereo unspecified)	0.4	0.2	-5	-13	-16	-0.2	-14	10	-14
Cc1oc(-c2cccc(F)c2)nc1CN(Cc1ccccc1)C[C@@H]1CCC(=O)N1	0.2	-1.1	11	-9	-21	-1.8	-17	15	-3
CS(=O)(=O)N1N=C(c2ccco2)CC1c1cccc([N+](=O)[O-])c1 (stereo unspecified)	0.5	1.9	12	-4	-8	0.5	0	21	-7
O=C(c1ccccc1)N(CCCl)C(=O)N(CCCl)C(=O)c1ccccc1	0.5	nt	nt	nt	23	nt	nt	9	-1
Cc1cc(Cl)ccc1-c1nc(NCCN(C)C)nc2ccsc12	1.3	nt	nt	nt	-18	nt	nt	-16	-4
CC1CCN(C(=O)CNC(=O)CNC(=O)Cc2ccccc2)CC1	0.3	0.7	-10	-1	-23	0.4	-12	-12	3
Cc1ccc(OCC(=O)Nc2ccc(S(=O)(=O)Nc3ccccn3)cc2)c(C)c1	2.9	2.4	-5	-3	-8	4.7	-20	10	-3
N#C/C(=C\c1ccc(O)c([N+](=O)[O-])c1)C(=O)NCc1ccccc1	2.1	1.0	3	-5	-35	2.1	3	11	-7
CCOC(=O)c1oc2ccc(S(=O)(=O)n3nc(-c4ccc(Cl)cc4)cc3N)cc2c1C	0.3	0.2	-3	-7	-1	-0.4	-14	28	-16
COCC1CCN(C(=O)c2cc(COc3ccccc3SC)on2)C1 (stereo unspecified)	0.6	0.7	-19	-3	-30	-0.9	-18	14	1
O=C(Nc1cccc(Br)c1)C1CCCC1	1.5	0.6	nt	4	4	0.1	-12	33	-13
Cc1ccc(C2CC(c3ccc(F)cc3)Nc3nc(N)nn32)cc1 (stereo unspecified)	0.8	3.4	21*	-1	6	3.8	1	11	-2
COc1cc(C2(c3ccc(O)c(OC)c3)C(=O)N(C)c3ccc(Br)cc32)ccc1O	2.7	9.9	nt	-19	16	12	-7	15	-6
COc1ccc(S(=O)(=O)N(C)C[C@H]2Oc3ncc(C#CC4(O)CCCC4)cc3C(=O)N([C@@H](C)CO)C[C@@H]2C)cc1	1.9	nt	nt	nt	1	nt	nt	-3	-1
Cc1ccc(C(=O)c2c3ccccc3[n+]([O-])n2CCC(=O)O)cc1	0.7	0.7	nt	0	-11	0.4	0	4	-10
O=C(c1ccc(OCC2CCCO2)cc1)N1CCN(S(=O)(=O)c2cccc(F)c2)CC1 (stereo unspecified)	0.7	nt	nt	nt	-14	nt	nt	5	6
Cc1cc(C)cc(OCC(=O)NNC(=O)c2cc3ccccc3o2)c1	0.8	0.3	-14	-7	-4	-0.8	-11	23	-15
CCN1C(=O)[C@H]2[C@@H](c3ccc(-c4ccc(F)cc4)c(OC)c3)N3CCCC[C@@]3(C(=O)OC)[C@H]2C1=O	0.2	1.5	nt	-5	1	0.9	-27	2	-13

2 records picked at random from the list so far, as already listed:
SMILES	M1 ag parental	V1aR counter	GPR7 antagonist	OXTR potentiator	TAAR1 antagonist	OXTR agonist	CHO parental Ca	M1 PAM parental	CHO-K1 Ca antag
Cc1ccc(OCC(=O)Nc2ccc(S(=O)(=O)Nc3ccccn3)cc2)c(C)c1	2.9	2.4	-5	-3	-8	4.7	-20	10	-3
CS(=O)(=O)N1N=C(c2ccco2)CC1c1cccc([N+](=O)[O-])c1 (stereo unspecified)	0.5	1.9	12	-4	-8	0.5	0	21	-7

Continued.
SMILES	M1 ag parental	V1aR counter	GPR7 antagonist	OXTR potentiator	TAAR1 antagonist	OXTR agonist	CHO parental Ca	M1 PAM parental	CHO-K1 Ca antag
O=C(O)c1ccc(N2C(=O)CC(SC(=Nc3ccccc3)Nc3ccccc3)C2=O)cc1 (stereo unspecified)	0.3	1.3	-1	-5	13	-0.9	-5	21	-12
O=C(NCC(=O)N1CCCC(C(F)(F)F)C1)c1ccccc1F (stereo unspecified)	0.8	-0.5	nt	-4	-9	0.6	-6	7	-2
O=C(Cn1nnc(-c2ccccc2)n1)NCc1ccco1	0.5	1.4	-3	-4	-16	0.0	-5	17	-5
CC(c1ccon1)N(C)Cc1cn[nH]c1-c1ccc(F)cc1F (stereo unspecified)	0.9	3.0	-2	-3	6	2.6	-9	-11	-1
O=C(CN1CCN(c2ccccc2)CC1)Nc1ccc2c(c1)CCC2	0.0	0.6	-14	8	11	0.0	-14	1	-2
Cn1c(=O)c2cc(S(=O)(=O)NCCC(=O)Nc3ccc(Cl)cc3)ccc2n(C)c1=O	0.1	0.0	2	-2	-9	0.4	-9	9	-26
